# Source: PubChem BioAssay
# GSTO1 inh: counter-screen for RBBP9 inhibitors: inhibitors of human GSTO1 | P78417 | recombinant GSTO1, activity-based probe fluorescence polarization | inhibition, % at 5.96 µM | 300,000 compounds, 1.1% hits;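 active means inhibition above the campaign mean inhibition plus 3 SD, cut at about 35% in these data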;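 further: 0% = GSTO1-1 with DMSO and 100% = wells lacking GSTO1-1 enzyme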
# PAFAH2 FP inh: PAFAH2 (human) inhibition. inhibition, % at 3.39 µM. Q99487. 340,000 compounds, 0.99% hits. recombinant PAFAH2, FP-rhodamine activity probe, fluorescence polarization. AID 492956;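 active means inhibition above the mean over all tested compounds plus 3 SD, cut at about 30% in these data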;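 further: inhibitors block probe labeling of enzyme so polarization drops; 0% = enzyme with DMSO and 100% = wells lacking PAFAH2 protein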
# LYPLA2 inh: LYPLA2 (human) inhibition in PME1 counter-screen | O95372 | recombinant LYPLA2, FP-Rh probe fluorescence polarization | inhibition, % at 5.9 µM | 320,000 compounds, 0.38% hits | AID 2177;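 active means inhibition above the screen-wide mean plus 3 SD, limit set per campaign, cut at about 26% in these data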;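 further: 0% = LYPLA2 with DMSO and 100% = wells lacking LYPLA2 enzyme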
# PAFAH1B2 inh: blocks human PAF acetylhydrolase 1b catalytic subunit 2. P68402. recombinant PAFAH1B2, FP-rhodamine activity probe, fluorescence polarization. inhibition, % at 3.39 µM. 340,000 compounds, 1.2% hits;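 active means inhibition above the mean of all tested compounds plus 3 SD, cut at about 24% in these data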;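 further: 0% = enzyme with DMSO and 100% = wells lacking PAFAH1B2; many of its hits are not listed in these tables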
# Target sequence (P68402 whole entry, looked up): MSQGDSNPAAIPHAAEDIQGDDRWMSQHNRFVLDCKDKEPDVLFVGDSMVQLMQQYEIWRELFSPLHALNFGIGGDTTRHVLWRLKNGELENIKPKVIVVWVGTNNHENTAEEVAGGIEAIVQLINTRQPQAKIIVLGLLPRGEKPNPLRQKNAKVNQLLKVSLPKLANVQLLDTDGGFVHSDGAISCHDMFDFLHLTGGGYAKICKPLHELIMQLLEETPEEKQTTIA
# PME-1 inh: PME-1 (human) inhibition. Q9Y570. recombinant PME-1, FP-Rh probe fluorescence polarization. inhibition, % at 5.9 µM. 320,000 compounds, 0.53% hits;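 active means inhibition above the campaign mean of all compounds plus 3 SD, cut at about 26% in these data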;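 further: competitive labeling of PME-1 active site by serine hydrolase directed probe; 0% = PME-1 with DMSO and 100% = wells lacking PME-1 enzyme; inhibitors block probe labeling so polarization falls and inhibition rises; many of its hits are not listed in these tables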
# PAFAH1B3 FP inh: PAFAH1B3 (human) inhibition; inhibition, % at 3.39 µM; recombinant PAFAH1B3, FP-rhodamine probe, fluorescence polarization; 340,000 compounds, 0.28% hits; Q15102;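 active means inhibition above the screen-wide average of all tested compounds plus 3 SD, cut at about 25% in these data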;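 further: 0% = enzyme with DMSO only and 100% = wells lacking PAFAH1B3 protein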
# LYPLA1 counter: LYPLA1 (human) inhibition in PME1 counter-screen | recombinant LYPLA1, FP-Rh probe fluorescence polarization | 320,000 compounds, 0.16% hits | inhibition, % at 5.9 µM | AID 2174 | O75608;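 active means inhibition above the mean of all tested compounds plus 3 SD, set per campaign, cut at about 14% in these data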;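 further: inhibitors block serine hydrolase probe labeling of LYPLA1 so polarization falls; 0% = enzyme with DMSO and 100% = wells lacking LYPLA1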
# pPAFAH inh: inhibitors of human plasma PAF acetylhydrolase (pPAFAH). Q13093. recombinant pPAFAH, FP-rhodamine probe fluorescence polarization. inhibition, % at 3.39 µM. 330,000 compounds, 1.5% hits;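 active means inhibition above the mean inhibition across the screen plus 3 SD, cut at about 25% in these data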;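 further: inhibitors block binding of the rhodamine activity-based probe so polarization drops; 0% = enzyme with DMSO and 100% = wells lacking pPAFAH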
# PAD4 inh: blocks human protein arginine deiminase 4; recombinant PAD4, RCA probe fluorescence polarization; inhibition, % at 6.36 µM; 330,000 compounds, 0.41% hits;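 active means percent inhibition above a cutoff equal to the mean of all tested compounds plus 3 SD, cut at about 15% in these data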;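 further: 0% = PAD4 with RCA probe and DMSO and 100% = probe without PAD4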
# Target sequence (Q9UM07 whole entry, looked up): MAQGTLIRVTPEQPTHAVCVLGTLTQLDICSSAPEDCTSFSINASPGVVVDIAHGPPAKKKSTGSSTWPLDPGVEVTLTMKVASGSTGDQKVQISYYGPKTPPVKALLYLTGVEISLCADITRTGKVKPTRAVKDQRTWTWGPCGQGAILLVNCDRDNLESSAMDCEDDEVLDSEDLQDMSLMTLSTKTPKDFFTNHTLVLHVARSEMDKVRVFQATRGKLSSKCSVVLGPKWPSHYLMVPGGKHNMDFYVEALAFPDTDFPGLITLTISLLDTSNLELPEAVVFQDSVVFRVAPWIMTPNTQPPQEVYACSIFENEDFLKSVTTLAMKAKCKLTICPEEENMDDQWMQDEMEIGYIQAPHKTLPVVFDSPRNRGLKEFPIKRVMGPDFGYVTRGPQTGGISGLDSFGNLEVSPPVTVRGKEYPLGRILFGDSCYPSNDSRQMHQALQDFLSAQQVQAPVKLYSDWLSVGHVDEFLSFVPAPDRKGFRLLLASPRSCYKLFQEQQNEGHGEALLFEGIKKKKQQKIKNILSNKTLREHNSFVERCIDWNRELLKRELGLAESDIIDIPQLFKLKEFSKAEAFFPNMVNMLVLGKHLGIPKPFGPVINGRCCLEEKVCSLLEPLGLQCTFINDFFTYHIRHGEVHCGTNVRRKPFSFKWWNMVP
# Active calls of the source: *; . = no result given.
SMILES,GSTO1 inh,PAFAH2 FP inh,LYPLA2 inh,PAFAH1B2 inh,PME-1 inh,PAFAH1B3 FP inh,LYPLA1 counter,pPAFAH inh,PAD4 inh
Cc1nc([N+](=O)[O-])cn1-c1nc2ccccn2c1[N+](=O)[O-],4,1,-4,-1,-1,5,1,4,3
CC1C(=O)N2CCCc3cc(NC(=O)C(=O)NCc4ccccn4)cc1c32 (stereo not given),2,3,5,3,4,2,5,5,1
COc1ccc(CNC(=O)CN(C)S(=O)(=O)c2ccc3c(c2)n(C)c(=O)c(=O)n3C)cc1,-7,-5,5,2,-6,10,-2,2,-2
O=C(CSc1ncn[nH]1)Nc1ccc2c(c1)CCC2,3,-3,0,10,2,-1,-3,-1,-3
Cn1cnc(S(=O)(=O)Nc2ccc(OC(F)F)cc2)c1,3,13,-2,9,1,5,-2,4,1
CCc1ccccc1N1C(=O)C2CC=CCC2C1=O (stereo not given),2,4,2,2,-4,2,-2,0,0
Clc1ccccc1C1=Nn2c(nnc2-c2ccncc2)SC1,2,3,1,3,2,7,-1,6,-1
CCOCCCNC(=S)N1CCCN(c2nc3cc(C)c(C)cc3cc2C#N)CC1,11,2,5,7,-7,4,-2,-2,-1
COc1ccc(CCNC(=O)c2cc(=O)c3ccc(C)cc3o2)cc1OC,4,-1,0,6,-10,-2,0,1,-1
CN1C(=O)C(CC(=O)Nc2ccc3c(c2)Cc2ccccc2-3)N(C)C1=O (stereo not given),-6,5,1,-3,1,-1,0,6,-2
COC(=O)c1ccc(C(=O)OC)nc1,1,-4,5,-1,-5,4,3,3,-3
COc1cc(-n2c(=O)c3ccccc3n(Cc3cccnc3)c2=O)cc(OC)c1OC,8,4,-2,3,1,-3,5,4,-3
Cc1nnc(SCc2cccc(CSc3nnc(C)s3)c2)s1,6,3,-1,3,6,1,-1,2,1
CN(CC(=O)Nc1ccccc1Br)C(=O)CN(C)C1CCCCC1,.,-2,1,-6,5,4,1,-2,-1
CCC(C)N(C(=O)COC(=O)CNC(=O)c1ccccc1F)C1CCS(=O)(=O)C1 (stereo not given),4,-4,3,5,3,6,2,6,-6
O=C(CCc1ccccc1)NCC(=O)N/N=C/c1ccc2c(c1)OCO2,-3,8,-3,1,1,2,-4,0,-3
COCCCNC(=O)CN1CCN(Cc2ccccc2Cl)C1=O,-3,5,1,1,3,-1,1,4,-3
O=C(C1CC(Cl)CN1S(=O)(=O)c1ccc(Cl)cc1)N1CCOCC1 (stereo not given),5,12,0,7,-5,-3,-1,3,2
CC1=C(C(=O)OC2CCCCCCC2)C(c2cccc(O)c2)NC(=O)N1 (stereo not given),-38,17,1,12,-5,13,0,2,2
O=C(COC(=O)Cc1ccccc1F)NC(=O)NC1CCCC1,.,9,.,12,.,12,.,0,-3
O=C(O)Cn1c(=O)c2c3c(sc2n(Cc2ccccc2F)c1=O)CCCC3,-3,-2,-2,-5,0,6,-2,-3,-1
CC(C#N)Sc1nc2ccccc2c(=O)n1-c1ccccc1 (stereo not given),-3,-3,2,6,1,-1,-2,2,0
Cc1cc(SCC(=O)N/N=C/c2cccnc2)nc2c(C)cccc12,-9,5,10,3,-9,3,-5,6,-2
CC(C)(C)NC(=O)c1cc(-c2ccccc2)n[nH]1,0,0,4,1,-3,1,2,-3,1
Cc1nn(CCCC(=O)NCCc2ccccc2)c(C)c1[N+](=O)[O-],14,-7,2,0,-4,3,4,1,-2
COCCN(CC(=O)Nc1cccc(C)c1C)C(=O)C1(c2ccc(Cl)cc2)CCC1,.,-1,.,14,.,2,.,8,3
O=C(CNC(=O)C1CCCCC1)OC(C(=O)c1ccccc1)c1ccccc1 (stereo not given),.,2,3,-4,-8,5,-3,-4,-4
Cc1cc(C)n(C(C)Sc2ccccc2)n1 (stereo not given),5,4,0,10,-1,4,-1,-2,-2
COC(=O)c1ccc(CSc2nnc(-c3c[nH]c4ccccc34)n2-c2ccccc2)cc1,-2,-4,0,0,0,-6,-6,15,0
CCc1ccc(NC(=O)NNC(=O)CCc2ccccc2)cc1,3,-2,2,-3,2,12,2,2,0
Cc1ccccc1OCC(=O)Nc1ccc(N2CCN(S(C)(=O)=O)CC2)cc1,7,3,9,4,1,5,3,0,-1
O=C(NC1CCC(O)CC1)c1cc(Cl)c2c(c1)OCCO2 (stereo not given),.,-4,.,0,.,5,.,2,-4
CCc1c(C)nc2ncnn2c1N1CCC(C(=O)NCc2cccs2)CC1,10,4,5,-1,3,10,1,-7,-1
COC(=O)/C(=C(O)\C=C\c1ccccc1[N+](=O)[O-])c1nc2ccccc2[nH]1,4,-11,-10,5,29*,12,-9,17,-1
Cc1ccc(N(Cc2cc3cc(C)ccc3[nH]c2=O)C(=O)c2cccs2)cc1,9,9,-3,1,3,3,-3,0,0
COC(=O)c1nnn(-c2nonc2N)c1-c1cccs1,0,-6,3,5,-2,-6,1,6,3
CC(C)(C)NC(=O)C(c1ccc(F)cc1)N(Cc1cccs1)C(=O)c1ccc(CN2CCOCC2)o1 (stereo not given),-2,-4,9,-1,-3,1,2,-1,-3
Brc1ccc(-c2csc(Nc3nc(-c4ccc(Br)cc4)cs3)n2)cc1,0,16,1,17,22,34*,-8,2,-3
CCOC(=O)c1ccc(CSc2nncn2N)o1,-3,9,1,-1,-2,8,3,6,0
Cc1ccc(-c2nc(-c3nccc4ccccc34)oc2-c2ccccc2)cc1,2,-13,-6,-5,-6,4,-2,3,-1

# Exported with two lines to a compound: part of the list above
# Below each compound: GSTO1 inh, PAFAH2 FP inh, LYPLA2 inh, PAFAH1B2 inh, PME-1 inh, PAFAH1B3 FP inh, LYPLA1 counter, pPAFAH inh, PAD4 inh
- CC(C#N)Sc1nc2ccccc2c(=O)n1-c1ccccc1 (stereo not given)
→ -3, -3, 2, 6, 1, -1, -2, 2, 0
- Cc1cc(SCC(=O)N/N=C/c2cccnc2)nc2c(C)cccc12
→ -9, 5, 10, 3, -9, 3, -5, 6, -2
- CC(C)(C)NC(=O)c1cc(-c2ccccc2)n[nH]1
→ 0, 0, 4, 1, -3, 1, 2, -3, 1

# Continued.
SMILES,GSTO1 inh,PAFAH2 FP inh,LYPLA2 inh,PAFAH1B2 inh,PME-1 inh,PAFAH1B3 FP inh,LYPLA1 counter,pPAFAH inh,PAD4 inh
COc1ccc(CC(=O)NCCN2CCCC2)cc1,-1,0,-4,3,-4,-2,-1,0,-1
O=C(O)c1ccc(F)c(S(=O)(=O)Nc2ccccc2)c1,-4,1,-6,5,-9,6,-3,4,0
O=C(NC1CCCC1)c1cc2nc(-c3ccco3)cc(C(F)(F)F)n2n1,4,-11,-3,1,-4,6,0,5,-4
COc1ccccc1OCCC(=O)OCC(=O)NC(=O)NC(C)(C)C,2,3,7,3,-2,1,0,3,7
CCOc1cc(NC(=O)c2ccco2)c(OCC)cc1NC(=O)COc1ccccc1,6,14,-2,6,-1,9,-2,2,-6
COc1cc(NC(=O)Cc2ccccc2)cc(OC)c1,-1,0,-2,3,3,2,4,-1,0
Cc1ccccc1OCC(=O)Nc1ccccc1N1CCC(C)CC1,-5,-2,-4,10,0,-2,0,1,-11
COC(=O)Cn1cnc2c(nnn2-c2cccc(OC)c2)c1=O,3,-2,1,7,-7,2,-2,2,2
COc1ccc(-n2c(SCC(=O)Nc3ccc(NC(C)=O)cc3)nc3c([nH]c4ccccc43)c2=O)cc1OC,-3,4,-3,-6,-16,1,-2,5,0
CCN(CC)S(=O)(=O)c1ccc2c(c1)N(CC(=O)Nc1ccc(NC(C)=O)cc1)C(=O)CO2,-8,-7,2,3,3,12,3,2,-2
Cc1nn(C)c(C)c1/C=C/C(=O)c1ccccc1,2,11,11,7,2,7,0,0,4
O=C(COC(=O)c1ccc(F)cc1)NC1CC1,.,22,0,4,1,8,-2,1,-1
CCN(CC(=O)Nc1ccc(Br)cc1)C(=O)Cc1cccc(F)c1,4,5,-3,6,-9,-6,-1,1,-3
COCCSc1nnc(NC(=O)CCS(=O)(=O)Cc2ccccc2)s1,3,1,3,-2,1,-5,-2,6,3
Cc1cccc(N(CC(=O)NC(C)(C)C)C(=O)CS(=O)CC(=O)Nc2ccc3c(c2)OCO3)c1 (stereo not given),9,2,5,-2,-5,6,0,-5,-8
CCCc1cc(=O)oc2cc(C)cc(OCc3nn[nH]n3)c12,-1,6,5,7,3,6,5,-2,6
O=C(Nc1ccc(N=Nc2ccccc2)cc1)c1ccc(Cl)cc1Cl,-2,3,1,-3,2,12,1,2,8
Cc1ccc(Sc2cnn(-c3ccccc3)c(=O)c2Cl)cc1,11,-1,1,-1,3,2,7,3,0
COc1cc([N+](=O)[O-])ccc1NC(=O)Cc1ccc(F)cc1,-3,-4,-9,-3,0,-3,1,-4,-3
Nc1nc(SCC(=O)NN(c2ccccc2)c2ccccc2)n[nH]1,5,-3,6,2,3,1,1,4,-5
CCc1ccc(C(=O)COC(=O)c2ccccc2OC)cc1,6,0,1,9,-4,5,-2,-3,5
CN(C(=O)COC(=O)/C=C/c1ccccc1[N+](=O)[O-])c1ccccc1,-7,17,0,0,1,8,0,6,1
COc1ccc(S(=O)(=O)N2CCCN(Cc3cccc(F)c3)CC2)cc1,-3,-3,-1,2,7,-2,4,1,-3
COc1ccccc1NC(=O)Cn1c(O)c(N=NC(=O)c2ccccc2O)c2ccccc21,5,12,0,4,-15,6,-1,16,-8
CCc1ccc(OC(=O)c2ccn(CC)n2)cc1,1,8,3,9,-2,7,0,6,0
COc1nc(C)nc(C)c1Oc1ccc(Cl)cc1Cl,19,.,3,.,-6,.,2,4,1
CCOC(=O)c1ccc(NC(=O)c2ccc(CO)c(C(=O)NC3CCN(C(=O)OCC)CC3)c2)cc1,-29,-24,-7,-6,-7,7,-3,6,-2
CN(C)c1ccc(-c2nnc(-c3ccccc3F)o2)cc1,1,3,5,-3,6,5,2,17,4
Nc1nonc1C(=O)N/N=C/c1cc(Br)ccc1O,-2,.,5,.,-6,.,-5,7,-4
O=C(CCCN1C(=O)/C(=C/c2ccccc2OC(F)F)SC1=S)Nc1cccnc1,.,2,.,6,.,6,.,4,-1
CCOC(=O)C1CCN(C(=O)CN(c2ccc(OC)c(OC)c2)S(=O)(=O)c2ccccc2)CC1,6,4,0,-2,0,8,-1,0,-1
N#C/C(=C(/O)CN1CCN(c2ccccc2F)CC1)c1nc(-c2ccccc2)cs1,21,5,-6,4,0,13,-5,9,3
COc1cc(SC)ccc1C(=O)OC1CCOC1=O (stereo not given),0,1,-1,1,9,2,-1,-1,6
COc1cc(CNC(=O)c2cnc(C)cn2)cc(OC)c1,3,-1,-5,-5,-11,-2,1,-7,2
CC(C)(C)NC(=O)CCN(/N=C/c1ccccc1)C1=NS(=O)(=O)c2ccccc21,-1,9,6,-1,3,8,0,5,1
COc1ccc(-c2nc3scc(-c4ccc(OC)c(OC)c4)c3c(=O)o2)cc1,0,4,7,-1,20,-3,0,1,9
Cc1cc(Oc2ccc3ccccc3c2)nc(SCC(=O)c2ccccc2)n1,1,-8,-3,6,-4,1,-4,-2,1
COc1cc(NC(=O)Cn2cnc3ccccc3c2=O)c(OC)cc1Cl,0,-4,2,-1,9,8,-2,-1,-3
COc1ccc(N(C(=O)C(C)C)S(=O)(=O)c2ccc(Cl)cc2)cc1,0,-2,-1,4,-11,6,-4,6,-1
N#Cc1ccsc1NC(=O)COC(=O)c1ccc(NC(N)=O)cc1,-18,5,-36,-9,-34,-18,-21,3,-11

# Only part of the results is shown; the hit share may differ from the screen's.
